# Screening results: PubChem, several laboratories
# SARS 3CLpro inh = SARS-CoV 3CLpro protease inhibition; recombinant SARS-CoV 3CLpro, quenched FRET peptide cleavage; inhibition, % at 6 µM; actives 0.14% (n = 290,000); AID 1706; in the data active = inhibition above about 12%
# CCHF vOTU inh = CCHFV vOTU protease inhibition; actives 0.55% (n = 370,000); inhibition, % at 11.5 µM; AID 651958; Pep-AMC fluorescence; in the data active = inhibition above about 30%; note: 0% = vehicle wells with enzyme and 100% = no enzyme wells
# BH1578 lux ind = quorum light induction in luxS cqsA deficient V. cholerae; V. cholerae BH1578 lux reporter, luminescence, 6 h; activation, % at 18.7 µM; actives 0.16% (n = 350,000); in the data active = activation mostly above about 9.7%, no sharp cut-off; note: not every result past the cut was called active; inactives centre near 0; reference of the scale not given here
# PrPC TRFRET = cell surface PrPC inhibition, primary TR-FRET screen. inhibition, % at 13.8 µM. TR-FRET read-out. AID 720596. actives 0.43% (n = 370,000). P04156; in the data active = inhibition above about 24%; note: 0% = median of the test wells and 100% = reference compound wells
# DUSP3 inh = DUSP3 (human) phosphatase inhibition. P51452. recombinant VHR phosphatase, pNPP absorbance. inhibition, % at 13.3 µM. actives 0.52% (n = 290,000). AID 1654; in the data active = inhibition above about 50%; note: some compounds called inactive have numbers as strong as hits
# SSB-PriA inh = inhibitors of Klebsiella pneumoniae PriA binding to SSB C-terminal tail; AlphaScreen SSBct-PriA binding, biotinylated peptide; inhibition, % at 33 µM; actives 0.6% (n = 430,000); AID 1272365; in the data active = inhibition mostly above about 37%, no sharp cut-off; inactive = mostly below about 20%;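 note: plate controls were negative control peptide for no effect and reference peptide for full effect; strong numbers were not always called active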
# Yp Topo-I inh = inhibitors of Yersinia pestis topoisomerase I; AID 504884; actives 0.064% (n = 360,000); activity, % at 10 µM; Y. pestis Topo-I cleavage product accumulation, plate reader; in the data active = activity above about 50%, passing the limit was not always enough; note: inactives centre near 2
# MazEF act = increases E. coli MazEF RNase cleavage of RNA. FAM/BHQ RNA-DNA oligo cleavage fluorescence, 5 h. activation, % at 20 µM. actives 0.32% (n = 350,000). AID 504720. P0AE70; in the data active = activation above about 50%
# TcdB inh = TcdB glycohydrolase inhibition; inhibition, % at 9.99 µM; TcdB glycohydrolase enzymatic assay, plate reader; AID 652162; actives 0.24% (n = 350,000); P18177; in the data active = inhibition above about 10%
# Rv3671c inh = inhibits the M. tuberculosis serine protease Rv3671c; P9WHR9; inhibition, % at 5.96 µM; actives 0.048% (n = 320,000); AID 2606; in the data active = inhibition above about 38%;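 note: extracellular domain of Rv3671c used as enzyme; 0% = enzyme with DMSO and 100% = no enzyme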
# Starred values were filed as active, the others as inactive; i = inactive; nt = no result given.
mol,SARS 3CLpro inh,CCHF vOTU inh,BH1578 lux ind,PrPC TRFRET,DUSP3 inh,SSB-PriA inh,Yp Topo-I inh,MazEF act,TcdB inh,Rv3671c inh
CCOC(=O)c1ccc(N2C(=O)CC(N(C)Cc3ccccc3)C2=O)cc1 (stereo not given),1,-7,nt,7,19,-7,-9,0,nt,-3
Cc1ccc(C(=O)Nc2nnc(Cc3ccccc3)s2)cc1,-7,-8,i,3,nt,3,13,1,1.3,-12
CCOC(=O)c1cc(C(=O)OCC)c2cc(Br)ccc2n1,-6,-3,i,0,-14,-6,11,-5,nt,4
Cc1ccc(C(=O)N/N=C\c2c(C)nn(-c3ccccc3)c2Cl)cn1,-3,-5,-0.1,-7,0,nt,-8,3,nt,0
Cc1nnc(SC(C)C(=O)NC2CCCCC2C)n1N (stereo not given),nt,10,i,0,nt,-16,3,5,2.1,-6
COC(=O)c1sccc1NC(=O)Nc1cccc(C)c1,3,-2,i,-2,50*,-10,-10,8,1.2,-12
Oc1ccccc1-c1cc(-c2cccc(F)c2)n[nH]1,5,2,nt,-3,10,-7,-2,16,nt,-30
COC(=O)CSc1nnc(-c2c[nH]c3ccccc23)o1,-6,-9,-0.4,-1,8,-10,-5,5,-0.5,0
CCCN(CCC)C1Sc2ccc(C(=O)OC)cc2NC1=O (stereo not given),-1,0,i,-3,41,-15,8,2,nt,1
COc1ccc(-c2c(C)oc3cc(O)cc(O)c3c2=O)cc1OC,3,0,-0.2,5,2,-10,1,5,1.3,5
Cc1cc2cc(CNC(=S)Nc3ccc(OC(F)(F)F)cc3)ccc2n1C,-1,6,-0.1,27*,-7,62*,-15,19,0.4,2
O=C(COc1ccc(Cl)cc1)N(Cc1cccs1)C1CCS(=O)(=O)C1 (stereo not given),2,3,-0.3,-6,-2,-10,8,-12,0.4,4
CC(C)(C)c1ccc(COc2ccsc2C(=O)O)cc1,5,6,-0.4,0,1,-16,2,6,0.5,4
COc1ccc(NS(=O)(=O)c2ccc3c(c2)CCCN3C(C)=O)cc1,-1,2,-1.2,5,3,-2,1,-5,1.2,9
COc1ccc(OCCSc2nc3ccccc3n2CCC(=O)O)cc1,-6,-1,0.4,0,4,-6,-2,0,2.8,-10
C=CCn1c(C)c(C=C2C(=O)NC(=O)NC2=O)c2ccccc21,-2,-4,-0.9,9,-16,-3,3,10,3.3,-24
Cc1nnsc1C(=O)N1CCCC(C(=O)c2ccc(C(F)(F)F)cc2)C1 (stereo not given),-3,-2,-0.3,9,32,-2,10,4,-0.3,-3
O=C(C[n+]1ccccc1)N/N=C/c1cc(Br)ccc1O,-7,17,i,-7,26,nt,-11,2,-13,-3
O=C(COC(=O)c1cc([N+](=O)[O-])ccc1N1CCOCC1)NCCc1ccccc1,2,15,0.0,-21,5,1,11,0,1.6,-6
Cc1ccc(C)c(NC(=O)COC(=O)COc2cccc3c2OC(C)(C)C3)c1,nt,3,i,6,nt,-15,16,6,1.6,-2
Cc1cccc(C2CC(c3ccccc3)=NN2c2ccc(S(N)(=O)=O)cc2)c1 (stereo not given),nt,-230,-1.1,-1,nt,nt,33,nt,1.0,nt
O=C(CSc1nncn1-c1ccccc1)Nc1cc(F)ccc1F,-6,1,i,8,0,-4,9,7,-0.8,1
CCn1c(=O)c(C(=O)CN2CCN(S(=O)(=O)c3ccccc3)CC2)c(N)n(Cc2ccccc2)c1=O,-1,-10,-0.7,0,22,9,13,6,3.0,7
Cc1cc(C(=O)Cn2nc(C(=O)O)c3ccccc3c2=O)c(C)n1CCc1ccc(F)cc1,3,-6,-0.8,7,16,-6,41,-17,0.6,-16
CCOc1ccc(NC(=O)N2CCN(c3nc4ccccc4s3)CC2)cc1,-3,-6,-0.2,6,17,2,21,0,nt,2
CCN(Cc1ccccc1)c1ccc(/C=N/NS(=O)(=O)c2cccc([N+](=O)[O-])c2)cc1,4,11,-0.3,-5,-4,i,7,-4,nt,-2
CCOc1ccc2nc(SCC(=O)c3ccc(O)cc3O)sc2c1,3,8,i,-4,11,-3,-5,9,-0.3,-13
Cc1cc(NC(=O)c2ccccc2)nc(C)n1,4,-5,0.6,-1,3,-14,0,7,0.8,-6
CSCCC(NC(=O)OCc1ccccc1)C(=O)NCc1cccnc1 (stereo not given),-3,17,i,-4,-1,6,2,7,0.2,nt
C=CCNC(=O)c1cc(-c2ccc3c(c2)OCO3)on1,-2,-9,-0.4,3,21,9,5,9,0.6,-10

# Compound profiles, from the list above.
# CCOc1ccc2nc(SCC(=O)c3ccc(O)cc3O)sc2c1 in the list: SARS 3CLpro inh: 3; CCHF vOTU inh: 8; BH1578 lux ind: i; PrPC TRFRET: -4; DUSP3 inh: 11; SSB-PriA inh: -3; Yp Topo-I inh: -5; MazEF act: 9; TcdB inh: -0.3; Rv3671c inh: -13
# CSCCC(NC(=O)OCc1ccccc1)C(=O)NCc1cccnc1 (stereo not given) in the list: SARS 3CLpro inh: -3; CCHF vOTU inh: 17; BH1578 lux ind: i; PrPC TRFRET: -4; DUSP3 inh: -1; SSB-PriA inh: 6; Yp Topo-I inh: 2; MazEF act: 7; TcdB inh: 0.2; Rv3671c inh: nt

# Reprinted at random: two entries already listed, in no set order.
mol,SARS 3CLpro inh,CCHF vOTU inh,BH1578 lux ind,PrPC TRFRET,DUSP3 inh,SSB-PriA inh,Yp Topo-I inh,MazEF act,TcdB inh,Rv3671c inh
Cc1cccc(C2CC(c3ccccc3)=NN2c2ccc(S(N)(=O)=O)cc2)c1 (stereo not given),nt,-230,-1.1,-1,nt,nt,33,nt,1.0,nt
CCOc1ccc2nc(SCC(=O)c3ccc(O)cc3O)sc2c1,3,8,i,-4,11,-3,-5,9,-0.3,-13

# Continued:
mol,SARS 3CLpro inh,CCHF vOTU inh,BH1578 lux ind,PrPC TRFRET,DUSP3 inh,SSB-PriA inh,Yp Topo-I inh,MazEF act,TcdB inh,Rv3671c inh
COc1cc(/C=C/c2ccc3cccc(O)c3n2)cc(OC)c1OC,-2,-3,-0.8,-23,-16,-8,17,6,0.7,-1
Cc1cc(Nc2ccccc2Cl)nc(-c2ccccc2O)n1,6,-3,i,-2,nt,-14,-6,1,0.3,-15
CC(CCc1ccccc1)NC(=O)Cc1ccc(Br)cc1 (stereo not given),2,12,-0.5,16,9,-23,12,-5,-9.0,-5
COc1ccc2[nH]cc(C(=O)CN3CCCCC3C)c2c1 (stereo not given),-1,2,nt,-9,4,nt,nt,nt,nt,nt
COc1ccc(Cl)cc1/C=N/NC(=O)c1c(-c2ccccc2)noc1C,0,2,-0.1,-5,-6,nt,7,6,1.3,nt
Cc1ccc(OCCCC(=O)Nc2nncs2)cc1,-2,1,i,1,24,-18,5,8,nt,-2
CCN(C(=O)C(C)Cl)c1ccccc1 (stereo not given),3,3,i,5,-2,-6,0,8,nt,0
Cc1ccc(NC(=O)CSc2nc(N)c3c4c(sc3n2)CSC(C)(C)C4)cc1,-5,13,-0.4,0,6,2,24,-9,0.7,-61
CCOC(=O)c1ccc(NC(=O)C2CCN(S(=O)(=O)c3c(C)nn(C)c3C)CC2)cc1,-3,-4,-0.2,5,33,1,12,5,0.4,-6
Cc1ccc(S(=O)(=O)NC(=O)NCCCN2CCOCC2)cc1,-7,-2,-0.3,5,-7,-12,2,-1,-0.5,-1
CCC(Sc1nc(C)cc(C)n1)C(=O)Nc1ccc(Cl)cn1 (stereo not given),4,4,i,1,9,-21,-1,-4,nt,-2
Cc1ccccc1OCc1nc(-c2ccc(-n3cccc3)cc2)no1,-1,8,-0.2,11,-8,-21,4,-11,0.2,-8
N/C(=N\OC(=O)Cc1cccs1)c1ccc(Cl)cc1,-3,-5,-0.4,3,25,i,-2,-8,-0.5,-1
CCOCCCNCc1cccc(OC)c1,-4,-10,-0.2,4,-15,-11,-2,2,nt,0
CC(C)C(C(=O)Nc1ccccc1)N1C(=O)c2ccccc2C1=O (stereo not given),-7,-2,-0.3,6,3,-9,-3,6,1.4,-9
COc1cccc(C(=O)CSc2nc3cccnc3n2C)c1,-2,-3,nt,-3,13,0,-2,-6,nt,-5
Cn1c(CNc2nc3ccccc3n2C)nc2ccccc21,1,5,-0.6,-5,15,-1,5,5,nt,1
CC(C)=CCC[C@](C)(O)C1CC[C@]2(C)C1[C@H](O)CC1[C@@]3(C)CC[C@H](O[C@@H]4O[C@H](CO)[C@@H](O)[C@H](O)[C@H]4O[C@@H]4O[C@H](CO)[C@@H](O)[C@H](O)[C@H]4O)C(C)(C)C3CC[C@]12C (stereo not given in full),nt,-4,i,0,nt,nt,6,10,0.6,-6
O=C(CSc1nc(=O)n2ccccc2n1)Nc1ccc2c(c1)OCO2,nt,22,5.6,3,nt,-9,-1,5,1.2,5
CCCCOc1cccc(-c2nnc(N)s2)c1,-1,13,i,2,13,-5,5,5,nt,1
CC(C)n1c(CCC(=O)O)ccc1-c1ccccc1,-5,-21,-0.3,-1,25,-1,4,-3,1.6,-3
O=C1CCCN1CC(O)CS(=O)(=O)Cc1ccccc1 (stereo not given),1,-1,i,-5,-6,-9,-4,4,0.2,-9
O=S(=O)(NCCc1ccc(F)cc1)c1cccc2cccnc12,-3,5,i,-10,14,9,13,1,5.0,0
COc1cccc(N2C(=O)C3NN=C(C(=O)CN4C(=O)c5ccccc5C4=O)C3C2=O)c1 (stereo not given),7,5,i,-13,30,-5,-4,8,-0.4,-2
COc1cc(CNCc2ccncc2)cc(Br)c1OCc1ccccc1F,-3,0,-0.4,15,5,-9,28,-4,nt,-1
Cc1ccc2c(C)c(C(=O)NCCN3CCOC3=O)oc2c1C,0,0,2.5,-1,10,-3,12,-3,-1.0,10
CCCCN(C)C(=O)CNC(=O)c1nn(-c2ccc(OC)cc2OC)c(=O)c2ccccc12,3,13,i,9,10,-11,0,8,0.4,7
O=C(Nc1cccc(S(=O)(=O)N2CCCCCC2)c1)C1CCN(C(=O)c2ccc(F)cc2)CC1,nt,-4,-0.4,8,nt,-1,20,-2,1.5,1
Cc1cc(C(=O)Nc2ccccc2Cl)n(-c2ccccc2)n1,-2,-6,-0.7,-1,-1,-16,4,3,-0.5,-1
Cc1ccc(Nc2nc(N)nc(CN3CCCCCC3)n2)cc1,-2,11,i,-2,-9,21,14,1,nt,-2
Cc1nc(NCCN)c(C#N)c2c1COC(C)(C)C2,-5,-8,-0.4,5,-5,3,3,0,nt,0
O=C(Cn1cnc2c(cnn2-c2ccc(F)cc2)c1=O)NCC1CCCO1 (stereo not given),1,22,-0.6,2,38,-3,2,-7,nt,-2
CC(=O)c1cccc(NC(=O)CN(C)S(=O)(=O)c2cccc3nsnc23)c1,1,14,i,-15,10,-6,3,-19,1.6,1
Cc1ccc(Sc2ncccc2C(=O)NCc2cc([N+](=O)[O-])ccc2O)cc1C,4,5,i,-6,9,2,-14,1,1.4,nt
O=C(Cc1ccccc1)Nc1cccc(-c2nnc(-c3ccco3)o2)c1,-3,2,-0.6,-6,-15,-12,5,10,nt,-13
O=C(NC1(C(=O)O)CCCC1)c1ccccc1,nt,-5,nt,9,nt,1,0,1,0.4,nt
O=C(CCCN1C(=O)/C(=C/c2ccccc2Cl)SC1=S)N1CCCC1,6,22,11,2,-17,-6,31,-7,0.4,-10
CC1(C)CC(NC(=O)C2CCCCC2C(=O)O)CC(C)(C)N1 (stereo not given),nt,-3,-0.2,-3,18,-9,-1,-6,nt,-4
O=C(COC(=O)c1ccc2c(c1)OCO2)Nc1ccccc1OC(F)F,nt,5,7.9,2,nt,-16,2,-2,0.8,-2
OC(CNCC1COc2ccccc2O1)COc1ccc(Cl)cc1 (stereo not given),2,-9,-0.2,-3,21,-6,4,7,1.4,9
COc1ccc(NC(=O)c2ccc(-c3csc(C)n3)cc2)cc1,3,4,-0.6,0,-4,-5,2,12,1.8,-3
COc1ccc(CN(Cc2nc3ccccc3c(=O)[nH]2)C(=O)C(C)(C)C)cc1,-2,3,nt,8,26,3,10,5,nt,-1

# A portion of the library; the hit share may differ from the screen's.
